TRAIL sens C8 = viability loss with TRAIL in NB7+C8 cells, primary screen, TRAIL sensitizer project, cell-based, ATPlite luminescence; inhibition (viability loss, TRAIL sensitization), % at 10 µM; 360,000 tested, 1% active;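 active means compounds causing at least 50% loss of cell viability in the single-dose screen, relative to plate controls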
LMP1 NFkB inh = EBV LMP1-driven NF-kappaB luciferase reporter inhibitors, primary screen, cell-based, luminescence, single point | LMP1-induced NF-kappaB luciferase reporter cells | AID 504558, 2011 | inhibition, % at 12.5 µM | 350,000 tested, 0.69% active; in the data active means inhibition above about 41%;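 further: 0% = neutral control wells and 100% = reference inhibitor control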
TRPM1 prom inh = inhibitors of MITF-dependent TRPM1 promoter reporter, primary screen, cell-based, SK-MEL-5, single point, luciferase. SK-MEL-5 TRPM1 promoter luciferase, 24 h. inhibition, % at 12.5 µM. 330,000 tested, 0.83% active;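 active means mean inhibition across replicates of 60% or more, whatever share of single replicates reaches that level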; further: values of inactives mirror those of a sister screen read the other way
NR2E3 ag-1 = NR2E3 agonists in two-hybrid cells, primary screen, cell-based, luminescence, CHO-S, Gal4-NCOR/VP16-NR2E3; Photoreceptor-specific nuclear receptor (Homo sapiens), Q9Y5X4; luciferase; inhibition of corepressor binding, % at 3.98 µM; 360,000 tested, 0.35% active; AID 602229, 2012;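 active means inhibition above the mean of all tested compounds plus 3 SD, cut at about 70% in these data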;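 further: 0% = DMSO with NR2E3 transfected cells and 100% = cells lacking NR2E3 construct; higher means lower luciferase signal from less NR2E3 corepressor binding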
Target sequence (Q9Y5X4 whole entry, looked up, the tested form may be a part): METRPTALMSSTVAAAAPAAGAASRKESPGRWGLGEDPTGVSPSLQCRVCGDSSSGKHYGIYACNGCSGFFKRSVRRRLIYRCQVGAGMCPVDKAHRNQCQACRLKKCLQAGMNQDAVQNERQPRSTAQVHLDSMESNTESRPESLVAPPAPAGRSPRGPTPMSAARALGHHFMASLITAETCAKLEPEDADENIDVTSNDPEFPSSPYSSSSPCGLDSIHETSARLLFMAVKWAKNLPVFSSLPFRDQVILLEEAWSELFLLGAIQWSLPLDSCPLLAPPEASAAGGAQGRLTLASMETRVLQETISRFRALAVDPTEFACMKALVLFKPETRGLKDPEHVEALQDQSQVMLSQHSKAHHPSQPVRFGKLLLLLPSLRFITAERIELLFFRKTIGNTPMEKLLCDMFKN
Shn3 3UTR inh = reduction of Shn3 3'UTR firefly luciferase signal, primary screen, Schnurri-3 inhibitor project, cell-based, Clone20 osteoblasts, set 2 | Clone20 osteoblast Shn3 3'UTR firefly luciferase, 24 h | 360,000 tested, 0.52% active | inhibition, % at 12.5 µM;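 active means mean inhibition of at least 75% with every replicate also reaching 75%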;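 further: 0% = median of neutral control wells and 100% = pilot-screen positive control compound; some compounds past the cut are filed as inactive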
hiPSC survival = enhancers of single-cell hiPSC survival, primary screen, ATPlite luminescence; 100% = ROCK inhibitor wells, 0% = DMSO; survival enhancement, % at 20 µM; 360,000 tested, 0.044% active; AID 602274, 2012; in the data active means survival enhancement above about 18%;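 further: cells exposed to compounds for 16 hours before the ATP read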
HIF-2a inh = HIF-2a reporter inhibitors, primary screen, luminescence, 786-0 RCC cells. 786-0 RCC cells HIF-2a reporter, luciferase luminescence, overnight. inhibition, % at 18.8 µM. 360,000 tested, 0.72% active. AID 624352, 2012;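 active means inhibition of the luminescence signal of 40% or more relative to plate controls, in a single-dose primary screen at 18.75 µM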
Peg3 promoter = Peg3 promoter-driven luciferase inhibitors, primary screen, cell-based, HeLa, luciferase luminescence; inhibition, % at 20 µM; AID 588405, 2011; 360,000 tested, 1.7% active; HeLa PEG-Prom luciferase reporter, overnight;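 active means inhibition of at least 50% at 20 µM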
KKLEB cytotox = cytotoxicity in KKLEB CF airway cells, primary screen, cytotoxicity control for CF NF-kB inhibitor project, cell-based, uHTS, fluorescence assay plates | KKLEB CF airway cells viability, ATPlite luminescence, overnight; active compounds read low; cells stimulated with P. aeruginosa culture filtrate | activity change (cytotoxicity), % at 5 µM | 360,000 tested, 0.36% active | AID 602141, 2011;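 active means corrected activity change at or below -50% at 5 µM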
NR2E3 ag-2 = inhibitors of NR2E3-RetCOR corepressor binding, primary screen, NR2E3 agonist project, biochemical, TR-FRET, GST-NR2E3, biotin-RetCOR. 1536-well. AID 2300, 2010. inhibition of corepressor binding, % at 4.78 µM. Photoreceptor-specific nuclear receptor (Homo sapiens), Q9Y5X4. 320,000 tested, 0.12% active;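 active means percent inhibition above the cutoff of mean plus 3 SD of all tested compounds, set per screening campaign, cut at about 20% in these data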;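 further: 0% = DMSO wells and 100% = biotin wells as full block of FRET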
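Material – GST-tagged NR2E3 plus biotinylated RetCOR corepressor · Quantity – NR2E3 fusion 1.35 nM · Times – 5 h incubation at 4 °C · Medium – pH 7.5 Tris-based buffer · Technique – TR-FRET, Eu(K)-anti-GST donor, streptavidin-D2 acceptor, ex 340, em 617/671 nm · Benchmarks – high control biotin, low control 0.6% DMSO · Format – 1536-well plates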
CF NFkB block = inhibitors of PAF-induced NF-kB signaling, primary screen, cell-based, GFP fluorescence, uHTS; KKLEB NF-kB-GFP reporter, GFP fluorescence overnight; 360,000 tested, 0.86% active; inhibition, % at 5 µM;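 active means at least 50% inhibition at 5 µM, scaled per plate between neutral and stimulator controls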;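 further: PAF is a Pseudomonas aeruginosa culture filtrate used as stimulus; plate controls were PAF-stimulated DMSO wells for no effect and unstimulated DMSO wells for full effect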
Starred values were filed as active, the others as inactive; / = no result given. Not all compounds are listed. The share of hits here may be higher or lower than overall.

Order of values: TRAIL sens C8	LMP1 NFkB inh	TRPM1 prom inh	NR2E3 ag-1	Shn3 3UTR inh	hiPSC survival	HIF-2a inh	Peg3 promoter	KKLEB cytotox	NR2E3 ag-2	CF NFkB block
Cc1ccccc1-n1nc(C)c2c1N=C1C(Cl)=CC(Cl)=CN1C2c1ccc(C(=O)O)cc1 (configuration not stated)
 : 9	0	6	2	-2	0.5	12	-77	-4	-1	-1
O=c1c2ccccc2ncn1-c1cccc(Cl)c1
 : -8	1	-5	-8	6	1.7	-5	5	-18	0	26
O=C(Cc1ccc([N+](=O)[O-])cc1)c1ccc(O)cc1O
 : 1	-3	-7	-39	/	0.4	-35	-46	-18	0	-1
Cc1ccn2cc(C(=O)Nc3nnc(C)s3)nc2c1
 : 14	-20	-81	-88	-62	-1.0	-141	-167	-11	-2	2
c1csc(CCCN2CCCCC2)c1
 : 0	-4	0	-2	-1	-2.5	17	2	2	/	6
COc1ccc(COC(=O)C2=C(C)NC(=O)NC2c2cc(OC)ccc2OC)cc1 (configuration not stated)
 : 5	2	5	-10	20	-0.4	3	11	-1	1	-27
Cc1cc2ccccn2c1C(=O)c1ccc(C#N)cc1
 : -13	1	3	-11	5	-0.8	-34	13	-4	2	-4
Cc1ccc(C2CC(C(F)(F)F)n3ncc(C(N)=O)c3N2)cc1 (configuration not stated)
 : 5	2	10	-8	-5	3.2	13	25	-12	-1	6
COc1cc2cnc(-c3cccnc3)cc2cc1OC
 : -4	1	-32	2	-10	-2.2	-20	-24	-17	/	17
COc1ccccc1-c1nnc2n1N=C(c1ccc(O)c(O)c1)CS2
 : -13	-2	42	53	13	-2.4	38	27	-39	0	47

Order of values: TRAIL sens C8	LMP1 NFkB inh	TRPM1 prom inh	NR2E3 ag-1	Shn3 3UTR inh	hiPSC survival	HIF-2a inh	Peg3 promoter	KKLEB cytotox	NR2E3 ag-2	CF NFkB block
CCCCCc1nnc(NC(=O)c2ccc(=O)n(C)n2)s1
 : -12	3	-3	-14	-4	-0.4	13	6	5	0	-1
O=C(C[n+]1ccccc1)N/N=C/c1ccc(F)cc1
 : -4	-2	4	-10	9	2.1	3	1	3	0	-8
N#Cc1ccc(C(=O)N2CCCCC2c2cc(C(=O)NCc3ccccc3)no2)cc1 (configuration not stated)
 : 4	/	/	-10	-11	-0.3	14	1	3	/	-14
C=CCONC(=O)c1cc(OCC(F)(F)F)ccc1OCC(F)(F)F
 : 13	-5	-7	-12	-20	4.1	0	4	7	0	4
CC(=O)N1c2ccc(S(=O)(=O)N3CCC(C(=O)Nc4cccc(C)c4)CC3)cc2CC1C (configuration not stated)
 : 0	14	14	33	65	-0.6	6	6	-14	-2	-32
Cc1ccc(C(=O)Oc2ccc(-c3nnco3)cc2)o1
 : -32	2	-9	-15	4	-0.5	10	-6	11	-1	16
Cc1c(C(=O)NCc2ccc3c(c2)OCCO3)sc(=O)n1Cc1cccc(C(F)(F)F)c1
 : 2	/	/	-11	26	-0.2	17	13	-9	/	8
Cc1cccc(NC(=O)CN2C(=O)S/C(=C\c3ccccn3)C2=O)c1
 : -1	-25	-15	2	-18	2.7	10	7	-10	-5	2
CCc1nnc(NS(=O)(=O)c2ccc(NC(=S)NC(=O)c3ccncc3)cc2)s1
 : 5	-3	5	-7	-3	-0.4	14	8	-2	2	11
CN(c1ccc(C(=O)Nc2ccc(F)cc2F)cc1)S(=O)(=O)c1ccccc1
 : 15	8	1	-16	15	-0.4	-15	-2	15	-2	-24

Order of values: TRAIL sens C8	LMP1 NFkB inh	TRPM1 prom inh	NR2E3 ag-1	Shn3 3UTR inh	hiPSC survival	HIF-2a inh	Peg3 promoter	KKLEB cytotox	NR2E3 ag-2	CF NFkB block
NC1=NC(=O)/C(=C\c2cc([N+](=O)[O-])ccc2Cl)S1
 : 1	-12	7	4	-5	-1.1	-8	-18	3	1	-5
Cc1c(NC(=O)CN2C(=O)NC3(CCCCC3C)C2=O)cccc1[N+](=O)[O-] (configuration not stated)
 : -14	-2	-4	4	-1	-0.2	-9	11	5	0	1
COC(=O)c1cccc(COC(=O)c2ccc(N(C)C)cc2)c1
 : 4	-9	-7	-176	-3	-1.7	-78	-50	4	-2	-4
CCSc1nc(=S)n(-c2ccccc2)c(C)c1C(C)=O
 : -6	4	1	-3	-12	1.8	-7	7	-9	-1	17
O=C(COC(=O)CNC(=O)c1ccc(Cl)c([N+](=O)[O-])c1)NC(=O)CN1CCCC1=O
 : 1	-3	11	-19	-5	1.5	5	-6	8	2	-4
Cc1ccc2nc(N3CCN(Cc4nnnn4Cc4ccccc4)CC3)c(C#N)cc2c1
 : -5	11	12	-7	13	-3.2	-37	3	16	0	-2
Cc1nnc(SCC(=O)Nc2nccs2)[nH]c1=O
 : -10	6	-5	-16	0	-0.8	4	13	3	-3	8
COc1ccc(C(=O)N2CCN(Cc3cn[nH]c3-c3ccc(OC)cc3F)CC2)cc1
 : 0	10	-4	-18	7	-1.3	10	10	7	4	23
C=CCOC(=O)C1=C[C@@H](c2ccc(Br)cc2)[C@H](CCCO)[C@@H](OCC)O1
 : 5	0	2	17	-1	0.2	13	11	12	6	-11
COc1ccc2[nH]cc(CCNC(=O)C3CCCCC3)c2c1
 : 1	5	-1	-17	-11	-0.7	9	3	2	1	-3

Order of values: TRAIL sens C8	LMP1 NFkB inh	TRPM1 prom inh	NR2E3 ag-1	Shn3 3UTR inh	hiPSC survival	HIF-2a inh	Peg3 promoter	KKLEB cytotox	NR2E3 ag-2	CF NFkB block
Cc1ccc(-c2nn(CC(=O)Nc3cccnc3)c(=O)c3ccccc23)cc1
 : -11	-41	-2	-18	4	-0.4	3	22	7	2	-6
COC(=O)c1ccc(Cn2c(C)c(C(=O)NCc3cccc(C(F)(F)F)c3)sc2=O)o1
 : 5	/	/	-2	5	2.5	14	6	9	/	10
O=C(NCc1ccccc1)c1cccc(NC(=O)C2CCC2)c1
 : 8	1	2	-3	10	0.8	1	0	15	/	-17
O=C(O)C1CC(=O)N(C2CCCCC2)C1c1ccccc1 (configuration not stated)
 : -4	-5	3	-19	5	-1.0	5	4	10	0	-18
COc1ccc(C(=O)NCc2c(C)oc(C)c2C(=O)O)cc1
 : 7	-2	14	-12	11	0.4	12	14	-7	-2	12
COCCNC(=O)c1ccc2c(=O)n(CCOC)c(=O)[nH]c2c1
 : -3	-4	6	-21	-35	-0.3	21	15	10	1	-14
CCN(Cc1ccccc1)S(=O)(=O)c1cc2[nH]c(=O)c(=O)[nH]c2cc1C
 : -5	-9	-2	-4	0	0.3	10	11	0	0	-17
Cn1c(=O)n(C)c2cc(S(=O)(=O)O)ccc21
 : -7	1	0	-6	-6	1.9	16	1	-6	1	-10
Cc1nc(SCC(=O)c2ccccc2)c(C#N)c(-c2ccco2)c1C(=O)NCc1ccco1
 : 18	3	9	-4	-19	2.7	15	5	-4	3	-8
Cc1ccc(NC(=O)COC(=O)CNC(=O)c2ccc(Cl)cc2Cl)cc1S(=O)(=O)N1CCOCC1
 : 16	1	0	7	-10	-0.4	5	8	10	1	2

Order of values: TRAIL sens C8	LMP1 NFkB inh	TRPM1 prom inh	NR2E3 ag-1	Shn3 3UTR inh	hiPSC survival	HIF-2a inh	Peg3 promoter	KKLEB cytotox	NR2E3 ag-2	CF NFkB block
CCOC(=O)c1c(-c2ccccc2)csc1NC(=O)CSc1ccccc1
 : -2	-5	10	-19	14	0.5	11	13	1	3	22
CCOc1ccc2[nH]c(=O)c(CN(CC3CCCN3CC)C(=O)NCc3ccccc3)cc2c1 (configuration not stated)
 : -2	-9	3	-36	-29	0.1	8	-2	2	1	-4
Cc1cc2n(n1)C(c1ccc3c(c1)OCO3)Nc1ccccc1-2 (configuration not stated)
 : 11	1	-3	-21	-44	2.2	-84	-24	9	-1	3
CCc1ccccc1NC(=O)CNC(=O)CNC(=O)C1CCCCC1
 : -2	-2	9	12	8	-1.5	9	3	-16	1	-8
CC1CCN(C(=O)CCNS(=O)(=O)c2ccc(Br)cc2)CC1
 : -7	6	12	-11	1	-4.1	11	8	30	2	-46
CN(CC(=O)Nc1ccc(S(=O)(=O)N2CCCC2)cc1)Cc1cccc(Cl)c1Cl
 : 2	-2	8	-27	18	0.7	11	26	-1	-1	-4
CCOc1cc(Cl)c(S(=O)(=O)NCc2cccnc2)cc1Cl
 : 3	6	2	-2	-11	0.7	11	12	2	1	-16
COc1ccc(/C=C/C(=O)NC(C)C)cc1Br
 : -19	3	-11	7	-4	1.0	-80	-19	0	2	-7
Cc1[nH]c(=O)[nH]c(=O)c1NC(=O)c1cccs1
 : -4	-3	-1	9	-10	-2.4	16	6	3	1	1
Cc1ccc(S(=O)(=O)N2CCN(C(=O)C(Cc3ccccc3)NC(=O)c3ccccc3)CC2)cc1 (configuration not stated)
 : -17	-7	2	3	11	6.1	7	7	8	0	13
CN1C(C(=O)NCc2cccc(C(F)(F)F)c2)CC2Cn3c(nc4ccccc43)C21 (configuration not stated)
 : 0	0	-6	-2	-14	1.6	6	-3	-14	1	0
Cc1cccc(N(CC(O)CN(C)C)S(=O)(=O)c2ccccc2)c1 (configuration not stated)
 : 9	-3	-6	-13	5	-2.9	13	6	1	-1	14
O=S(=O)(Nc1ccccc1)C1CCCCC1
 : 7	2	-7	16	24	-0.6	14	14	-18	/	4

Assay outcomes: PubChem, several laboratories
